A-T KAP1 phos = potential ataxia-telangiectasia treatments restoring KAP-1 phosphorylation; […] A-T fibroblasts, KAP-1 phosphorylation AlphaLISA; neocarzinostatin DNA damage 30 min before lysis; Potency, µM (highest dose often 57.5 µM), inactives show at the highest dose activation, usual class: activators; 320,000 compounds, 0.19% hits; AID 485349; note: potency is the fitted concentration of half-maximal effect; % of control where 0% means no effect; nearly all actives have a fitted effect of over 45% in size
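ATM-like activity read as KAP-1 phosphorylation via AlphaLISA donor/acceptor antibody pairs after lysis and 6 hr at 25C. Cells were ATM-null patient fibroblasts ([…], hTERT), dosed 60 min, then exposed to the DSB inducer NCS for 30 min.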
KCNH2 WT inh = KCNH2 (human, wildtype) channel inhibition | Q12809 | U2OS, BacMam KCNH2, thallium flux FluxOr; active compounds read low | activity change, % at 1.84 µM | 340,000 compounds, 0.37% hits;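 active = maximum activity change below -70%; inconclusive = maximum activity change between -70% and -50%; inactive = maximum activity change above -50%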; note: % is set by controls: 0 for no effect and ±100 for the full control effect
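U2OS cells were transduced with wild-type KCNH2 virus (2.03 x 10^8 / mL) for 4 h at room temperature, then cultured overnight at 37 C. Thallium flux was read with FluxOr dye. Rate constants were normalized to DMSO controls.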
TRPV1 agonist = agonists of human vanilloid receptor 1 (TRPV1). AID 540275. 320,000 compounds, 0.19% hits. TRPV1-expressing cells, Fluo-8 calcium influx, agonist mode. Q8NER1. activation, % at 8.33 µM; in the data active = activation above about 80%; inconclusive = between about 30% and that limit; note: 0% is about no effect
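Cells expressing TRPV1 were dye-loaded with Fluo-8 and read kinetically: 10 s baseline, 3 min after compound (agonist portion), then 2 min after EC20 capsaicin (allosteric enhancer portion). Calcium-bound dye fluorescence at 480/520 nm.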
Eya2 inh = Eya2 (human) phosphatase inhibition; recombinant Eya2, OMFP fluorescence dephosphorylation (OMFP is methylfluorescein phosphate); Potency, µM (titrated, usually from 76.9 µM), for inactives: at the top dose activity, negative = inhibition, usual class: inhibitors; 330,000 compounds, 0.006% hits; AID 488837; note: potency is the fitted concentration of half-maximal effect; % is set by controls: 0 for no effect and ±100 for the full control effect
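Eya2 (0.2 uM) preincubated 10 min at ambient with compound, then OMFP substrate added at 50 uM; 10 min reaction in 50 mM HEPES pH 7.5, 50 mM NaCl, 5 uM MgCl2, 0.05% BSA, 1 mM DTT. Fluorescence read at Ex 485/Em 525 nm.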
ELG1 repair inh = ELG1-dependent DNA repair inhibition; HEK293T ELG1-luciferase reporter, luminescence, 16 h; DNA damage induced by 5-fluorouridine; Potency, µM (doses to about 46.1 µM), for inactives: top-dose activity change, negative = inhibition, hits mostly inhibitors; 330,000 compounds, 2.3% hits; note: potency is the fitted concentration of half-maximal effect; % is set by controls: 0 for no effect and ±100 for the full control effect; nearly all actives have a fitted effect of over 55% in size
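Step one: seed 2,000 cells per well. Step two: pin-transfer compound or DMSO alongside 5-fluorouridine. Step three: incubate 16 hr, 37 °C, 5% CO2. Step four: add ONE-Glo, wait 30 min, read luminescence.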
USP2a inh = inhibitors of human ubiquitin-specific protease USP2a; AID 463254; USP2 core, Ub-CHOP2 coupled fluorogenic reporter, 485/531; 330,000 compounds, 0.01% hits; O75604; Potency, µM (doses to about 38.3 µM), for inactives: top-dose activity change, negative = inhibition, hits mostly inhibitors;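 note: potency is the fitted concentration of half-maximal effect; plate controls were DMSO wells for no effect and full inhibition by NEM control for full effect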
Target sequence (O75604 whole entry, looked up): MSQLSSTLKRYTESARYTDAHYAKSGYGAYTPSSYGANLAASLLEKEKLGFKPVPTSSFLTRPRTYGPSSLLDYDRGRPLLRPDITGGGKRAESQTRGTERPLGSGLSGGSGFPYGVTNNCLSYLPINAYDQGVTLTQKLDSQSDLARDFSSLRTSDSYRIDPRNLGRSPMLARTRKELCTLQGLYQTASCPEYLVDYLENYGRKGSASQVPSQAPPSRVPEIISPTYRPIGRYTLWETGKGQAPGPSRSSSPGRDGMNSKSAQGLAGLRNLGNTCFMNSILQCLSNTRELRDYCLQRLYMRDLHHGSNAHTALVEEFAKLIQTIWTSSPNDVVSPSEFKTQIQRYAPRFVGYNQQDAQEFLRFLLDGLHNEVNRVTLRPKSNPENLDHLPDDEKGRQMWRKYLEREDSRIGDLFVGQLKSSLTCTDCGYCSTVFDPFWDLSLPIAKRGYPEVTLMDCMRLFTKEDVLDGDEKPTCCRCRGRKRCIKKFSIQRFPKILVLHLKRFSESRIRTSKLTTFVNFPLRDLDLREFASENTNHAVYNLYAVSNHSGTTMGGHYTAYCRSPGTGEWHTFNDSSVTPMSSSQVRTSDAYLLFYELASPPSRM
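Cell-free coupled assay: 10nM USP2 core preincubated 30min RT with compound in Tris-HCl pH 8.0/CaCl2/CHAPS buffer, then 25nM Ub-CHOP2 and 25nM reporter substrate; fluorescence (Ex 485/Em 531) read after 60min RT, normalized to NEM inhibition, concentration-response curves fitted.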
TCR activator = T cell receptor activation; primary human leukocytes, anti-CD3, IL-2 HTRF, 48 h; Potency, µM (series often up to 9.22 µM), without a hit: at the top dose activation of IL-2 secretion, most hits filed as activators; 330,000 tested, under 10 active; note: % of control where 0% means no effect
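IL-2 produced over 48 hr by a-CD3 bead-stimulated primary human leukocytes exposed to compounds was detected with a homogeneous time-resolved FRET immunoassay, 665nm acceptor signal after 320nm excitation.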
Mito fusion yeast = blocks mitochondrial division or promotes mitochondrial fusion. S. cerevisiae fusion-defective mutant growth rescue, CellTiterGlo 48 h. Potency, µM (titrated, usually from 46.1 µM), for the others: at the highest dose growth rescue (activation), most hits filed as activators. 320,000 compounds, 0.23% hits;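 note: potency is the fitted concentration of half-maximal effect; % of control where 0% means no effect; nearly all actives have a fitted effect of over 45% in size; temperature-sensitive fusion mutants such as fzo1-1 at 37 °C on non-fermentable ethanol glycerol medium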
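Read-out: ATP-based luminescence (CellTiterGlo, 10 min ambient) reporting growth of fusion-defective ts yeast after 48 hours at 37C on glycerol/ethanol YPEG medium in the presence of compound.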
TSHR antagonist = antagonists of human thyroid stimulating hormone receptor; P16473; TSHR-expressing cells, TSH-stimulated cAMP HTRF, 2 h; active compounds read low; activity change, negative = inhibition, % at 11.5 µM; 330,000 compounds, 0.2% hits; AID 504810;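 active = activity change below a set negative limit, meaning inhibition stronger than a set level, cut at about -70% in these data; inconclusive = activity change between two set negative limits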; note: % is set by controls: 0 for no effect and ±100 for the full control effect
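Cell-based HTRF cAMP assay; TSHR cells + compound, TSH EC80 (4nM final), 2 h, 37 deg C. Lysis with anti-cAMP cryptate and cAMP-d2, 30 min RT, read 665/620 nm.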
KCNH2 3.1 inh = inhibitors of human KCNH2 3.1 potassium channel isoform; U2OS KCNH2 3.1, thallium flux FluxOr; active compounds read low; activity change, % (tested at about 1.8 µM); 340,000 compounds, 0.95% hits;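 active = maximum activity change below -70%; inconclusive = maximum activity change from -70% to -50%; inactive = maximum activity change above -50%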;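 note: thallium influx rate constant from kinetic fluorescence after stimulation buffer; % is set by controls: 0 for no effect and ±100 for the full control effect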
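Channel expression came from 3.1 mutant virus (1.77 x 10^8 /mL) applied to suspended U2OS cells for 4 h. Flux was tracked with FluxOr dye plus Red40 quencher, and kinetic rate constants normalized to controls.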
Numbers without * were called inactive; i = inactive; ? = inconclusive; / = no result given; [ ] = remark or other dose. Unless noted, calls come from the whole dose curve; as a rule, active = well fitted curve in the direction sought with a large enough effect; inconclusive = small, poorly fitted or top-dose-only effect, or another doubt; inactive = no such curve, though single readings can be large; an effect the other way counts as inactive or inconclusive. The list is partial, so the mix of outcomes need not match the whole.

#	canonical_smiles	TSHR antagonist	A-T KAP1 phos	TCR activator	ELG1 repair inh	USP2a inh
1	CCOC(=O)C1CCN(S(=O)(=O)NC[C@H]2O[C@@H](n3cnc4c(N)ncnc43)[C@H](O)[C@@H]2O)C1 (some centres undefined)	5	4%	0%[46.1 µM]	?	1%
2	CSc1nnc(-c2cccc(NC(=O)c3ccccc3)c2)n1C	-1	-8%	-9%	?	14%
3	COC(=O)c1cn(CC(=O)NCc2ccco2)c2ccccc12	2	8%	0%	28%	1%
4	Cn1c(SCC(=O)NNC(=O)Cc2ccccc2)nnc1-c1ccc(Cl)cc1	4	1%	-9%	15%	-1%
5	O=C(CNCc1ccc(F)cc1)Nc1ccc(C(=O)N2CCCCC2)cc1	4	-2%	-5%	-6%	0%
6	C#CCOCCOCCOCCNc1nc(N2CCN(C(=O)[C@H](C(C)C)n3cc(CCO)nn3)CC2)nc(N2CCN(C(=O)[C@H](C(C)C)n3cc(CCO)nn3)CC2)n1	-5	13%	3%	16%	0%
7	O=C(CCNC(=O)OCc1ccccc1)NC1CCCCC1	2	6%	-4%[46.1 µM]	16%	0%
8	O=C(O)C1CC=CCC1C(=O)Nc1cccc(F)c1 (centres undefined)	2	15%	3%	6%	0%
9	COc1ccc(Nc2ccc([N+](=O)[O-])c3nonc23)c(OC)c1	?	-4%	-4%	?	-1%
10	C#CC(C)OC(=O)Nc1cnccc1C(F)(F)F (centres undefined)	0	2%	-5%	11%	3%
11	Oc1c(Br)cc(/C=N/n2c(-c3ccccc3)n[nH]c2=S)c(O)c1Br	-11	-6%	-4%	-17%	0%
12	O=C(O)C1CCN(Cc2cccnc2)CC1	-2	0%	1%	14%	4%

#	Mito fusion yeast	KCNH2 WT inh	Eya2 inh	KCNH2 3.1 inh	TRPV1 agonist
1	/	-12	-1%	14	/
2	2%	0	-29%	-5	2
3	-3%	-3	1%	14	19
4	-3%	-5	-17%	-4	-5
5	-1%	1	4%	-2	-1
6	0%	12	12%	-2	-6
7	-1%	2	4%	-8	2
8	8%	-8	-1%	-4	-6
9	-1%	-13	-4%	-4	-1
10	-1%	3	0%	-2	1
11	-3%	-18	-30%	-9	4
12	21%	0	11%	-1	0

Entries 6 through 12, reprinted for reference:
#	canonical_smiles	TSHR antagonist	A-T KAP1 phos	TCR activator	ELG1 repair inh	USP2a inh
6	C#CCOCCOCCOCCNc1nc(N2CCN(C(=O)[C@H](C(C)C)n3cc(CCO)nn3)CC2)nc(N2CCN(C(=O)[C@H](C(C)C)n3cc(CCO)nn3)CC2)n1	-5	13%	3%	16%	0%
7	O=C(CCNC(=O)OCc1ccccc1)NC1CCCCC1	2	6%	-4%[46.1 µM]	16%	0%
8	O=C(O)C1CC=CCC1C(=O)Nc1cccc(F)c1 (centres undefined)	2	15%	3%	6%	0%
9	COc1ccc(Nc2ccc([N+](=O)[O-])c3nonc23)c(OC)c1	?	-4%	-4%	?	-1%
10	C#CC(C)OC(=O)Nc1cnccc1C(F)(F)F (centres undefined)	0	2%	-5%	11%	3%
11	Oc1c(Br)cc(/C=N/n2c(-c3ccccc3)n[nH]c2=S)c(O)c1Br	-11	-6%	-4%	-17%	0%
12	O=C(O)C1CCN(Cc2cccnc2)CC1	-2	0%	1%	14%	4%

#	Mito fusion yeast	KCNH2 WT inh	Eya2 inh	KCNH2 3.1 inh	TRPV1 agonist
6	0%	12	12%	-2	-6
7	-1%	2	4%	-8	2
8	8%	-8	-1%	-4	-6
9	-1%	-13	-4%	-4	-1
10	-1%	3	0%	-2	1
11	-3%	-18	-30%	-9	4
12	21%	0	11%	-1	0

(next part)
#	canonical_smiles	TSHR antagonist	A-T KAP1 phos	TCR activator	ELG1 repair inh	USP2a inh
13	Cc1ccc(S(=O)(=O)N/N=C\c2ccc(C)o2)cc1	-2	10%	14%	20%	-2%
14	COc1ccc(C(=O)Cn2c(=N)n(C)c3ccccc32)cc1	-1	8%	-3%	?	11%
15	Cc1cc(N2CCN(c3ncccn3)CC2)nc2c(C)cccc12	-11	2%	-2%	-1%	2%
16	CCn1c(SCC(=O)Nc2ccc(C(C)=O)cc2)nc2ccccc21	6	-4%	1%	?	1%
17	CCOC(=O)C(=CNNc1ccsc1C(=O)OC)C(=O)OCC	7	4%	-3%	-10%	-1%
18	O=C(O)c1ccc(CS(=O)c2cccc(C(F)(F)F)c2)o1 (centres undefined)	21	0%	0%	10µM*	-2%
19	CC(C)CC1(C)NC(=O)N(CC(=O)Nc2ccc(F)c(F)c2F)C1=O (centres undefined)	-10	13%	5%[46.1 µM]	-1%	1%
20	COc1cccc(-n2c(C)nn(CCOc3ccccc3)c2=O)c1	-3	9%	5%	?	4%
21	Cc1ccc(NC(=O)CCC(=O)N/N=C/c2ccc([N+](=O)[O-])o2)cc1C	-3	7%	0%	?	0%
22	COc1ccc(NC(=O)Nc2nnc(-c3ccco3)s2)cc1	0	-3%	3%	?	7%
23	O=C(NCC(=O)N(c1ccc(F)cc1)C(C(=O)NC1CCCC1)c1cccnc1)c1cccs1 (centres undefined)	-11	3%	0%	-8%	0%
24	CC(NC(=O)c1ccc2nc[nH]c2c1)c1ccccc1 (centres undefined)	14	5%	1%	5%	3%

#	Mito fusion yeast	KCNH2 WT inh	Eya2 inh	KCNH2 3.1 inh	TRPV1 agonist
13	1%	-3	5%	22	-1
14	-7%	1	3%	-9	/
15	9%	4	8%	-10	28
16	-6%	-9	-14%	-30	?
17	-9%	-9	-16%	7	-5
18	0%	0	-6%	3	18
19	/	32	-14%	11	/
20	21%	6	5%	-5	0
21	-4%	-6	16%	-6	0
22	3%	6	7%	-35	-1
23	?	i	-9%	10	2
24	-1%	4	-1%	12	1

The list goes on:
#	canonical_smiles	TSHR antagonist	A-T KAP1 phos	TCR activator	ELG1 repair inh	USP2a inh
25	COc1ccc(C2CC(c3c(-c4ccccc4)c4cc(Cl)ccc4[nH]c3=O)=NN2S(C)(=O)=O)cc1OC (centres undefined)	-34	-3%	-9%	?	-1%
26	Cc1ccc(NC(=O)CNC(=O)c2cccs2)c(O)c1	-2	4%	4%	26%	1%
27	O=C(c1ccc2c(=O)n(CCc3ccccc3)c(=O)[nH]c2c1)N1CCN(c2ccc(F)cc2)CC1	-17	2%	3%	?	2%
28	CCOc1cccc(/C=N/N2CCN(c3ccc(Cl)cc3)CC2)c1O	-3	0%	10%	-8%	-1%
29	CC(=O)c1cccc(S(=O)(=O)N(C)C2CCN(C)CC2)c1	2	2%	0%	19%	0%
30	O=c1cc(-c2ccccc2)[nH]n1-c1nc2ccccc2[nH]1	2	-10%	-3%	?	-24%
31	Cc1nc(CCNC(=O)C2CCC(=O)N(Cc3ccc(Cl)cc3)C2)sc1C (centres undefined)	7	-1%	-2%	22%	-1%
32	COc1ccc(NC(=O)[C@H](C)NC(=O)C2CCN(S(=O)(=O)c3ccc(C)cc3)CC2)cc1	-2	2%	-3%	10%	0%
33	COc1ccc(-c2ccc(SC)nn2)cc1	5	-1%	0%	?	4%
34	O=C(NCc1cccs1)C(Cc1ccccc1)NS(=O)(=O)c1cccs1 (centres undefined)	3	16%	0%[46.1 µM]	-6%	3%
35	O=C(CSc1nnc(-c2cccnc2)n1CCN1CCCCC1)Nc1cccc(Cl)c1	21	3%	3%[46.1 µM]	-3%	0%
36	Nc1nc(SCC(=O)Nc2ccc([N+](=O)[O-])cc2Br)n[nH]1	-7	2%	-5%[46.1 µM]	1%	1%
37	Cc1ccc(NC(=O)c2ccc(OCc3c(C)noc3C)cc2)nc1	-7	5%	/	-17%	1%
38	CCOc1ccc(NC(=S)NCc2ccc3[nH]c(C)cc3c2)cc1	1	-4%	-7%	?	-4%
39	N/C(=N\S(=O)(=O)c1cc(C(F)(F)F)cc(C(F)(F)F)c1)c1ccncc1	10	7%	-15%	3%	0%

#	Mito fusion yeast	KCNH2 WT inh	Eya2 inh	KCNH2 3.1 inh	TRPV1 agonist
25	-1%	?	0%	-7	4
26	1%	-1	-5%	-4	-4
27	-1%	3	18%	-27	23
28	-35%[inhibitor]	10	-15%	-4	4
29	4%	7	9%	9	1
30	-1%	6	20%	14	-2
31	1%	-3	-16%	10	3
32	3%	-3	12%	-3	3
33	0%	-9	-17%	-13	21
34	-6%	-3	1%	-15	-1
35	7%	8	-17%	-87*	-1
36	-20%	-8	-10%	15	2
37	-10%	-1	-9%	5	?
38	-11%	/	-5%	12	1
39	2%	-1	-8%	-3	4
